# All columns: NCI-60 one-dose screen, growth in % after 48 h at 10 µM unless noted; 100 = growth as untreated, 0 = no growth, -100 = all killed.
# T-47D: T-47D breast cancer; AID 1794792; actives 5% (n = 79,000)
# SK-MEL-2: SK-MEL-2 melanoma. actives 4.7% (n = 77,000)
# LOX IMVI: LOX IMVI melanoma; AID 1794757; actives 7.4% (n = 79,000)
# UACC-257: UACC-257 melanoma | actives 4.4% (n = 78,000)
# MALME-3M: MALME-3M melanoma. actives 5.8% (n = 78,000)
# HS 578T: HS 578T breast cancer. actives 4.1% (n = 78,000)
# SK-MEL-5: SK-MEL-5 melanoma | actives 6.4% (n = 80,000)
# SK-MEL-28: SK-MEL-28 melanoma; actives 4.1% (n = 81,000); AID 1794761
# The depositor's hits bear a star; nt = no result given; [ ] = remark or other dose. How the source made its calls: active means growth percent below 10; inactive means the rest.
SMILES,T-47D,SK-MEL-2,LOX IMVI,UACC-257,MALME-3M,HS 578T,SK-MEL-5,SK-MEL-28
COc1ccc(/C=C(\C#N)C(=O)Nc2cc(OC)nc(OC)n2)cc1,104,101,98,103,96,93,98,106
O=C1NC(=Nc2ccc(Cl)cc2)S/C1=C\c1cn(-c2ccccc2)nc1-c1ccccc1,47,103,91,92,84,71,95,98
C[C@@H]1CCCCCCCCC[C@H](OC(=O)CCC(=O)O)C(=O)/C=C/C(=O)O1,59,94,89,88,96,100,89,98
CCOC(=O)C1=C(c2ccccc2)N=C2N(c3ccccc3)N=C(C(C)=O)N2C1c1ccc(Cl)cc1 (stereo not given),90,102,101,92,104,90,94,99
O=C(Oc1ccc(Cl)cc1)Oc1ccc(Cl)cc1,114,nt,107,97,127,109,111,117
CCCCCCCCCc1ccc(OC(=O)C(C)C)cc1,100,110,100,98,95,92,100,98
O=C1NC(=S)N/C1=C\c1ccc(Cl)cc1Cl,86,99,102,108,106,nt,103,112
N#C/C(=C/c1cc(I)cc(I)c1O)C(N)=O,88,90,85,113,104,91,95,114
CSc1ncc(Br)c(Nc2ccc(Cl)c(Cl)c2)n1,94,100,88,128,139,69,84,108
CC(=O)O[C@H]1C[C@H](n2cc(F)c(N)nc2=O)O[C@]1(C)CO[Si](c1ccccc1)(c1ccccc1)C(C)(C)C,30,82,71,68,87,67,38,76
Nc1nnc(-c2c[nH]c3ccc(F)cc23)c(-c2c[nH]c3ncc(Br)cc23)n1,46,83,nt,110,59,52,81,83
C=CCOc1nc(N)nc(N)n1,104,106,92,73,114,102,104,103
CCOC(=O)CCC(C(C)=O)C(=O)OCC (stereo not given),110,109,99,100,111,98,105,108
CC1=Cc2cc(Cl)cc(Cl)c2OC12C=Cc1cc(Cl)cc(Cl)c1O2 (stereo not given),107,113,107,105,103,109,101,112
COc1cccc2c1CCC(=O)C2,106,118,103,105,nt,115,102,105
O=S(=O)(NCCNc1nccc(-c2c(-c3cccc(F)c3)nc3occn23)n1)c1ccccc1,57,80,53,88,70,81,46,91
O=C(NNC(=O)c1ccc(NC(=O)c2ccccn2)cc1)Nc1ccc([N+](=O)[O-])cc1,99,106,105,106,98,76,102,99
O=C(O)COc1ccc(F)cc1Cl,102,116,101,115,105,112,nt,105
O=C(N/N=C/c1ccc2c(c1)OCO2)c1ccc([N+](=O)[O-])cc1,94,nt,95,nt,122,100,100,108
O=c1[nH]c2ccc(Cl)cc2c2c1C(c1ccc(Cl)cc1)c1c(ncn3nc(-c4ccco4)nc13)O2 (stereo not given),90,97,97,95,102,88,99,103
Cn1c(=O)[nH]c2nc(SCC(=O)Nc3ccc(C(=O)/C=C/c4ccccc4Cl)cc3)[nH]c2c1=O,nt,103,100,101,95,97,100,110
CCCCCCCCCCCCCCCCCCOc1cccc(CC(=O)OCC[N+]2(C)CCCCC2)c1,93,114,48,116,98,105,81,99
COc1ccc2[nH]c(=O)c(O)c(-c3cccc4ccccc34)c2c1,88,103,91,101,93,87,86,97
O=c1nc2s/c(=C\c3ccco3)c(=O)n2c2nc(-c3ccccc3)c(-c3ccccc3)nc12,97,108,100,105,99,112,113,110
N#Cc1c(-c2ccc(Cl)cc2Cl)c(C(N)=O)c(N)n(Cc2nc3ccccc3[nH]2)c1=O,72,91,97,107,97,93,94,111

# Ordered by molar mass (ascending): part of the list above.
SMILES,T-47D,SK-MEL-2,LOX IMVI,UACC-257,MALME-3M,HS 578T,SK-MEL-5,SK-MEL-28
C=CCOc1nc(N)nc(N)n1,104,106,92,73,114,102,104,103
O=C(NNC(=O)c1ccc(NC(=O)c2ccccn2)cc1)Nc1ccc([N+](=O)[O-])cc1,99,106,105,106,98,76,102,99
O=S(=O)(NCCNc1nccc(-c2c(-c3cccc(F)c3)nc3occn23)n1)c1ccccc1,57,80,53,88,70,81,46,91

# Following part
SMILES,T-47D,SK-MEL-2,LOX IMVI,UACC-257,MALME-3M,HS 578T,SK-MEL-5,SK-MEL-28
COc1cc2oc(-c3cccc(C(=O)Nc4ccc(Cl)cc4)c3)cc(=O)c2c(OCC(=O)N[C@@H](Cc2ccccc2)C(=O)O)c1OC,109,116,83,104,107,108,96,96
CC(C)c1ccc(Cn2nc(Nc3ccccn3)nc2N)cc1,88,104,93,97,93,98,84,106
O=CN1N=C(c2ccc3c(c2)OCO3)CC1c1ccc(F)cc1 (stereo not given),74,92,87,84,nt,85,75,101
O=C(/C=C/c1coc(-c2ccc(Cl)cc2)n1)c1ccc(F)cc1,63,88,88,88,104,102,98,105
CC1=C2[C@@H](CC1)[C@]1(C)O[C@@](C(C)C)(C[C@H]1O)[C@H]2OC(=O)/C=C/c1ccccc1,90,96,91,97,85,98,98,104
CCCCCCCN(CCCCCCC)CC(O)c1ccc(Br)cc1 (stereo not given),76,93,76,83,111,88,90,111
Nc1nc(-c2c[nH]c3ccccc23)cs1,105,119,99,102,101,99,102,107
O=S(=O)(O)c1cc(O)c2c(N=Cc3ccccc3O)c(S(=O)(=O)O)ccc2c1,106,nt,nt,111,98,103,103,114
COc1cc(CCn2nnc3c(Nc4ccc(N5CCCCC5)cc4)ncnc32)cc(OC)c1,30,84,80,84,87,109,51,86
N/N=C(\Cc1ccccc1)NN=C(N)N,108,103,84,68,101,97,87,108
COC(=O)CCNc1ccccc1C(=O)OC,108,113,99,107,132,94,103,108
Nc1nc2c(ncn2C2CCCCC2)c(=O)[nH]1,nt,84,75,81,100,89,93,85
COC(=O)CC1=C(C)/C(=C/c2[nH]c(-c3ccc[nH]3)cc2OC)N=C1C,0.2*,nt,-58*,-8.5*,nt,-15*,-93*,-3.0*
O=S(=O)(Nc1ccc(OC(F)F)cc1)c1ccc(-c2cnc(C3CC3)o2)cc1,48,64,72,75,76,76,58,85
Nc1ccc(Cl)c2c(=O)cc[nH]c12,89,96,98,92,107,95,100,108
Cn1c(N)c(N=O)c(=O)[nH]c1=O,98,98,102,107,104,100,102,108
CCCCN(C(=O)c1ccco1)c1ccccc1,96,95,99,108,103,nt,91,109
O=C(Nc1nc(-c2ccc(Br)cc2)cs1)c1ccc(Cc2n[nH]c(=O)c3cccnc23)cc1,55,105,94,83,99,83,70,86
O=C1Nc2ccc(F)cc2/C1=C/c1ccc(OCc2ccccc2)cc1,96,nt,106,97,93,100,101,97
COc1cc(-c2nnc(-c3c(-c4ccc(F)cc4)nc4ccccn34)o2)cc(OC)c1OC,53,106,70,92,105,68,63,87
COc1ccc(NC(=O)Nc2ccc(NC(C)=O)cc2)c(OC)c1,94,112,nt,98,99,110,102,111
O=C(/C=C/c1cn(-c2ccccc2)nc1-c1ccc(F)cc1)n1cnc2ccccc21,96,89,95,98,94,91,99,100
OC(COc1cccc2ccccc12)CN1CCCC1 (stereo not given),91,110,88,103,94,99,91,108
O=c1c(O)c(-c2ccc(O)c(O)c2)oc2cc(O)ccc12,95,102,103,90,95,86,100,102
Cn1cc(-c2nc(-c3cn(C)c4c(Cl)nccc34)cs2)c2cc(Br)ccc21,62,105,88,93,116,97,95,100

# Next part.
SMILES,T-47D,SK-MEL-2,LOX IMVI,UACC-257,MALME-3M,HS 578T,SK-MEL-5,SK-MEL-28
O=C1c2cc3c(cc2-c2c1c1ccc(Cl)cc1c(=O)n2CCCn1ccnc1)OCO3,-0.5*,31,-77*,-3.1*,-25*,46,-93*,16
O=[N+]([O-])c1cccc(C=Nc2ccc(/C=C/C3(CCl)OCCO3)cc2)c1,91,101,96,104,105,117,103,116
CCCCCCCCCC(CO)CCCCCCC (stereo not given),99,109,100,100,nt,138,108,107
Cc1ccc(S(=O)(=O)c2c(COC(=O)c3cccc(C)c3)c(-c3ccccc3)nn2C)cc1,-64*,27,-23*,84,-47*,100,78,-68*
c1cc(CSC2=NCCN2)ccc1CSC1=NCCN1,77,97,90,nt,100,88,96,102
CC1(C)C/C(=C\c2ccccc2[N+](=O)[O-])C(=O)c2ccccc21,97,107,102,87,98,97,95,101
COc1ccc(-c2nc3sc(-c4ccccc4)c(-c4ccccc4)n3c2/C=C/c2ccc(F)cc2)cc1,78,89,87,99,97,96,100,109
Nc1ccc(-c2nnc(-c3ccc(Cl)cc3Cl)o2)cc1,70,98,95,109,97,114,104,106
Cn1c(=O)c2c(nc(NC(N)=O)n2C)n(C)c1=O,95,105,92,104,89,110,103,115
COc1cc(NC(C)CCCNC(=O)CCC(=O)NCCCNCCCCCCCCCCNCCCNC(=O)CCC(=O)NCCCC(C)Nc2cc(OC)cc3cccnc23)c2ncccc2c1 (stereo not given),29[8 µM],93[8 µM],51[8 µM],47[8 µM],39[8 µM],64[8 µM],91[8 µM],87[8 µM]

# Structural class, the entries above with a Cl atom (17)
SMILES,T-47D,SK-MEL-2,LOX IMVI,UACC-257,MALME-3M,HS 578T,SK-MEL-5,SK-MEL-28
O=C1NC(=Nc2ccc(Cl)cc2)S/C1=C\c1cn(-c2ccccc2)nc1-c1ccccc1,47,103,91,92,84,71,95,98
CCOC(=O)C1=C(c2ccccc2)N=C2N(c3ccccc3)N=C(C(C)=O)N2C1c1ccc(Cl)cc1 (stereo not given),90,102,101,92,104,90,94,99
O=C(Oc1ccc(Cl)cc1)Oc1ccc(Cl)cc1,114,nt,107,97,127,109,111,117
O=C1NC(=S)N/C1=C\c1ccc(Cl)cc1Cl,86,99,102,108,106,nt,103,112
CSc1ncc(Br)c(Nc2ccc(Cl)c(Cl)c2)n1,94,100,88,128,139,69,84,108
CC1=Cc2cc(Cl)cc(Cl)c2OC12C=Cc1cc(Cl)cc(Cl)c1O2 (stereo not given),107,113,107,105,103,109,101,112
O=C(O)COc1ccc(F)cc1Cl,102,116,101,115,105,112,nt,105
O=c1[nH]c2ccc(Cl)cc2c2c1C(c1ccc(Cl)cc1)c1c(ncn3nc(-c4ccco4)nc13)O2 (stereo not given),90,97,97,95,102,88,99,103
Cn1c(=O)[nH]c2nc(SCC(=O)Nc3ccc(C(=O)/C=C/c4ccccc4Cl)cc3)[nH]c2c1=O,nt,103,100,101,95,97,100,110
N#Cc1c(-c2ccc(Cl)cc2Cl)c(C(N)=O)c(N)n(Cc2nc3ccccc3[nH]2)c1=O,72,91,97,107,97,93,94,111
COc1cc2oc(-c3cccc(C(=O)Nc4ccc(Cl)cc4)c3)cc(=O)c2c(OCC(=O)N[C@@H](Cc2ccccc2)C(=O)O)c1OC,109,116,83,104,107,108,96,96
O=C(/C=C/c1coc(-c2ccc(Cl)cc2)n1)c1ccc(F)cc1,63,88,88,88,104,102,98,105
Nc1ccc(Cl)c2c(=O)cc[nH]c12,89,96,98,92,107,95,100,108
Cn1cc(-c2nc(-c3cn(C)c4c(Cl)nccc34)cs2)c2cc(Br)ccc21,62,105,88,93,116,97,95,100
O=C1c2cc3c(cc2-c2c1c1ccc(Cl)cc1c(=O)n2CCCn1ccnc1)OCO3,-0.5*,31,-77*,-3.1*,-25*,46,-93*,16
O=[N+]([O-])c1cccc(C=Nc2ccc(/C=C/C3(CCl)OCCO3)cc2)c1,91,101,96,104,105,117,103,116
Nc1ccc(-c2nnc(-c3ccc(Cl)cc3Cl)o2)cc1,70,98,95,109,97,114,104,106
